Assay outcomes as filed in PubChem BioAssay.
BCR signal inh: inhibitors of chronic active B-cell receptor signaling | ABC-DLBCL IkBa-CBG/CBR reporter, luminescence ratio, 4 h | Potency, µM (highest dose often 46.1 µM), without a hit: at the top dose ratio change, negative = lower green/red ratio, usual class: inhibitors | actives 0.05% (n = 340,000) | AID 493014; active means well fitted inhibition curve with a large enough effect in the signal ratio, with a control signal flat, not every such curve was filed as active; inconclusive means small, poorly fitted or top-dose-only effect, or effect the other way, or a change in a side signal; the % refers to the signal ratio;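 further: potency means the concentration at half of the fitted maximal effect; plate controls were basal doxycycline-induced cells for no effect and cells given 10 µM MG132 for full effect; MG132 reads +100%, hits lower the ratio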
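TMD8 human ABC-DLBCL cells with doxycycline-inducible IκBα–green luciferase fusion and unfused red luciferase, in 0.5% FBS medium; compounds up to 46 uM, 4 h at 37C. Green/red luminescence ratio, filter-overlap corrected, fitted to concentration-response curves.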
PKM2 activator: activators of human pyruvate kinase M2; P14618; purified PKM2, Kinase-Glo ATP luminescence, activation; response scale: 0% is enzyme alone, no compound; Potency, µM (highest dose often 57.5 µM), without a hit: top-dose activation, hits mostly activators; actives 0.34% (n = 260,000); further: potency means the concentration at half of the fitted maximal effect; on the % scale 0 is the no-effect control and ±100 the full control effect; nearly all actives have a fitted effect of over 55% in size
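Purified hPK-M2 (>95% pure) converted ADP (0.1 mM final) to ATP with 0.5 mM PEP in 50 mM imidazole pH7.2, KCl, MgCl2, Tween 20, BSA; 1 h at room temperature. ATP detected by Kinase-Glo luminescence.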
GALK inhibitor: galactokinase (human) inhibition; P51570; Purified GALK, Kinase-Glo residual ATP luminescence; Potency, µM (highest dose often 57.5 µM), without a hit: at the top dose activity change, negative = inhibition, most hits filed as inhibitors; actives 0.007% (n = 270,000); further: potency means the concentration at half of the fitted maximal effect; on the % scale 0 is the no-effect control and ±100 the full control effect
Target sequence (P51570 whole entry, looked up): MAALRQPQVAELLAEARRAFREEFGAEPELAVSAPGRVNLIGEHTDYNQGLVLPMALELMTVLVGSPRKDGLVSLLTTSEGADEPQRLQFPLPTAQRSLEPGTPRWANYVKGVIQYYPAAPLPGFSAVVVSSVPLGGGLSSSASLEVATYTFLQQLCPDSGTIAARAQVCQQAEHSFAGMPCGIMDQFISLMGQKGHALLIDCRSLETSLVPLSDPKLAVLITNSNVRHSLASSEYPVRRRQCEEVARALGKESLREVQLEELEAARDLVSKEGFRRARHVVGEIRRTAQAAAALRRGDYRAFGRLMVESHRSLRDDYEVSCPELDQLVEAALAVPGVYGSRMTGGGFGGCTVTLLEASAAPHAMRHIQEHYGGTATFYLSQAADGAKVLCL
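Kinase-Glo Plus luminescence measured ATP left after a 1 h room-temperature reaction. The reaction used 5 nM GALK, 100 uM galactose and 35 uM ATP at pH 8.0 (20 mM HEPES, 5 mM MgCl2, 60 mM NaCl, 1 mM DTT, 0.01% BSA).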
TSHR antagonist: blocks TSH signaling through the human TSH receptor | P16473 | TSHR-expressing cells, TSH-stimulated cAMP HTRF, 2 h; active compounds read low | activity change, negative = inhibition, % at 11.5 µM | actives 0.2% (n = 330,000) | AID 504810;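 active means activity change below a set negative limit, meaning inhibition stronger than a set level, cut at about -70% in these data; inconclusive means activity change between two set negative limits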; further: on the % scale 0 is the no-effect control and ±100 the full control effect
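Freshly harvested TSHR cells receive pin-tooled compound, then EC80 TSH at 4nM final. After 2 hours at 37 deg C, antibody in lysis buffer and cAMP-d2 are added; 30 minutes at ambient temperature precede the HTRF read.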
USP2a block: inhibitors of human ubiquitin-specific protease USP2a; USP2 core, Ub-CHOP2 coupled fluorogenic reporter, 485/531; Potency, µM (highest dose often 38.3 µM), for inactives: top-dose activity change, negative = inhibition, hits mostly inhibitors; actives 0.01% (n = 330,000); AID 463254;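 further: potency means the concentration at half of the fitted maximal effect; plate controls were DMSO wells for no effect and full inhibition by NEM control for full effect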
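USP2 core (10nM final) preincubated 30min RT with compound in 20mM Tris-HCl pH 8.0, 2mM CaCl2, 2mM beta-mercaptoethanol, 0.05% CHAPS; 25nM Ub-CHOP2 plus 25nM reporter substrate added, fluorescence (Ex485/Em531) read after 60min.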
MBNL1 CUG block: inhibitors of human MBNL1 binding to CUG repeat RNA | Q9NR56 | TR-FRET MBNL1-His/biotin-(CUG)12 binding, 665/545 ratio | Potency, µM (titrated, usually from 57.5 µM), for the others: top-dose activity change, negative = inhibition, most hits filed as inhibitors | actives 0.036% (n = 280,000) | AID 2675; active means well fitted inhibition curve with a large enough effect in the signal ratio, with a control signal flat, not every such curve was filed as active; inconclusive means small, poorly fitted or top-dose-only effect, or effect the other way, or a change in a side signal; inactive means no such curve, though single readings can be large or run the other way; the % refers to the signal ratio; further: potency means the concentration at half of the fitted maximal effect; on the % scale 0 is the no-effect control and ±100 the full control effect
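MBNL1-His + Biotin-(CUG)12, cpd titration 92 nM–58 uM; Tb anti-His Ab 0.055 ng/ul, SA-XL665 5 nM (final); 60 min RT; ratiometric 665/545 nm, Ex 340 nm; normalized to buffer and full-complex controls.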
S-ASM inh: human S-ASM enzyme inhibition | Potency, µM (series often up to 57.5 µM), without a hit: at the top dose activity change, negative = inhibition, usual class: inhibitors | placental ASM, HMU-PC fluorogenic substrate, 60 min | P17405 | actives 0.006% (n = 340,000); further: potency means the concentration at half of the fitted maximal effect
Target sequence (P17405 47-631 limits assumed): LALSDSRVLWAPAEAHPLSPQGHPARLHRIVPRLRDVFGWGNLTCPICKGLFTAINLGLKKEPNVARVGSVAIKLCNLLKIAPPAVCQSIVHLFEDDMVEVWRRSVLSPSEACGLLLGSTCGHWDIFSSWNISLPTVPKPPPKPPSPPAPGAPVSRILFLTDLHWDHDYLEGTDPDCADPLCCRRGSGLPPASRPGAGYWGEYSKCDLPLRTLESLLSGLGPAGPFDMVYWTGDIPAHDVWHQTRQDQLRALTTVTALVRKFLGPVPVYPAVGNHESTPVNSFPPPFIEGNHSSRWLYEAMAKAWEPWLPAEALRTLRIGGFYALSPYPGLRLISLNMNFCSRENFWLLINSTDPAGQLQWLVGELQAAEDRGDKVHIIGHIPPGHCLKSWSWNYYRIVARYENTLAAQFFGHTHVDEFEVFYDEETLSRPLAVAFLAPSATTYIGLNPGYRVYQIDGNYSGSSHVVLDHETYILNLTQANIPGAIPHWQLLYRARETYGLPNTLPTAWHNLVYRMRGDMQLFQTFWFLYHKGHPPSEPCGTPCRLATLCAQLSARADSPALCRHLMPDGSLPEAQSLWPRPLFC
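Fluorogenic HMU-PC substrate (9 uM final) is turned over by placental ASM in 60 min at 37 C after a 10 min compound preincubation. Reaction ended by alkaline stop (pH 10), with fluorescence read at 386/447 nm.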
Menin MLL FP TR: menin-MLL binding inhibition, Texas Red mutant peptide; AID 1768; Menin + Texas Red MLL mutant peptide, fluorescence polarization; actives 0.23% (n = 270,000); O00255; Potency, µM (doses to about 61.6 µM), for inactives: top-dose FP activity change, negative = inhibition, actives largely listed as inhibitors; active means well fitted inhibition curve with a large enough effect in the polarisation, with a control signal flat, not every such curve was filed as active; inconclusive means small, poorly fitted or top-dose-only effect, or effect the other way, or a change in a side signal; inactive means no such curve, though single readings can be large or run the other way; the % refers to the polarisation; further: potency means the concentration at half of the fitted maximal effect; % of control where 0% means no effect; many of its hits are not listed in these tables
Mito fusion act: inhibitors of mitochondrial division or activators of mitochondrial fusion | S. cerevisiae fusion-defective mutant growth rescue, CellTiterGlo 48 h | Potency, µM (highest dose often 46.1 µM), for the others: top-dose growth rescue (activation), usual class: activators | actives 0.23% (n = 320,000) | AID 485298;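 further: potency means the concentration at half of the fitted maximal effect; % of control where 0% means no effect; nearly all actives have a fitted effect of over 45% in size; temperature-sensitive fusion mutants such as fzo1-1 at 37 °C on non-fermentable ethanol glycerol medium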
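Read-out: ATP-based luminescence (CellTiterGlo, 10 min ambient) reporting growth of fusion-defective ts yeast after 48 hours at 37C on glycerol/ethanol YPEG medium in the presence of compound.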
Eya2 phos inh: Eya2 (human) phosphatase inhibition; O00167; recombinant Eya2, OMFP fluorescence dephosphorylation (OMFP is methylfluorescein phosphate); Potency, µM (highest dose often 76.9 µM), without a hit: top-dose activity, negative = inhibition, most hits filed as inhibitors; actives 0.006% (n = 330,000); further: potency means the concentration at half of the fitted maximal effect; on the % scale 0 is the no-effect control and ±100 the full control effect
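Eya2 protein (added as 0.2 uM solution) was preincubated with compound for 10 min at ambient temperature in 50 mM HEPES pH 7.5, 50 mM NaCl, 5 uM MgCl2, 0.05% BSA, 1 mM DTT. OMFP (added at 50 uM) then reacted 10 min; fluorescence read at 485/525 nm.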
hERG WT inh: blocks the wildtype human KCNH2 potassium channel | AID 720551 | actives 0.37% (n = 340,000) | Q12809 | activity change, % at 1.84 µM | U2OS, BacMam KCNH2, thallium flux FluxOr; active compounds read low;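 active means maximum activity change below -70%; inconclusive means maximum activity change between -70% and -50%; inactive means maximum activity change above -50%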; further: on the % scale 0 is the no-effect control and ±100 the full control effect
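U2OS cells transduced with wild-type KCNH2 virus are loaded with FluxOr dye for 45 min, and thallium flux is measured in kinetic reads before and after stimulation buffer. Rate constants are normalized to DMSO controls.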
Starred values were filed as active, the others as inactive; i = inactive; ? = inconclusive; . = not tested or not shown; [ ] = remark or other dose. Unless noted, the call rests on the fitted dose curve; in most records, active means well fitted curve in the direction sought with a large enough effect; inconclusive means small, poorly fitted or top-dose-only effect, or another doubt; inactive means no such curve, though single readings can be large; an effect the other way counts as inactive or inconclusive.

compound | BCR signal inh | PKM2 activator | GALK inhibitor | TSHR antagonist | USP2a block | MBNL1 CUG block | S-ASM inh | Menin MLL FP TR | Mito fusion act | Eya2 phos inh | hERG WT inh
Cc1cccc(NC(=O)CSCC(=O)Nc2cc(S(=O)(=O)N3CCOCC3)ccc2N2CCCC2)c1 | -10% | -2% | -1% | -9 | 0% | 6% | 0% | 1% | 2% | -16% | -2
CN(C(=O)COc1ccccc1)C1CCS(=O)(=O)C1 (stereo not drawn) | -2% | 0% | 0% | 13 | 2% | -8% | 4% | 10% | 3% | 7% | 3
Cc1ccc(S(=O)(=O)NC(=O)COc2ccc([N+](=O)[O-])cc2)cc1 | -2% | 7% | 6% | 3 | 0% | ? | . | 8% | -2% | -3% | -2
CCOC(=O)c1ccc(NC(=O)C2CC(=O)Nc3nc4ccccc4n32)cc1 (stereo not drawn) | -2% | . | 9% | -6 | 1% | -10% | -4% | -23% | 1%[9.22 µM] | 18% | -3
Cc1cc(C(=O)CSc2nnnn2C)c(C)n1Cc1ccco1 | 2% | -2% | -2% | 1 | -1% | . | 0% | . | 3% | 6% | 1
CC(C)NC(=O)c1cc2c(=O)n3ccccc3nc2s1 | ? | . | 1% | -3 | 5% | -7% | -1% | 19% | -9% | -13% | 9
CCN(CC)Cc1c(C(=O)OC(C)C)nnn1-c1nonc1N | 5% | -2% | 0% | -2 | -1% | -9% | 4% | -7% | -3% | 21% | -5
O=C(N/N=C/c1cccnc1)c1cccs1 | ? | -4% | 4% | -7 | 1% | -1% | 5% | . | 3% | 5% | 7
Cc1ccc(C(=O)CSc2nnc(CNc3ccc(C)cc3C)o2)cc1 | 6% | 1% | 0% | -5 | 3% | 7% | -3% | 2% | -1% | 5% | 0
O=C(NCC(c1ccco1)N1CCCC1)c1cccc(S(=O)(=O)Nc2ccc(F)cc2)c1 (stereo not drawn) | -5% | . | . | 12 | -1% | . | 0% | . | 1% | 10% | -3
CC(=O)Nc1ccc2nc(SCC(=O)N3CCOCC3)sc2c1 | ? | 1% | -1% | 6 | 0% | -9% | 1% | 4% | 3% | 0% | 10
CCCSc1nnc(-c2c[nH]c3ccccc23)n1C | 26% | -14% | 0% | -14 | 4% | -8% | 7% | 4% | 0% | 9% | 2
CCOC(=O)C1=C(NC(=O)c2ccc(Br)o2)Nc2ccccc2N=C1 | 0% | 10% | -1% | -2 | 0% | -14% | -2% | 13% | 2% | 1% | 2
COc1ccc(-c2cc(C(F)(F)F)n3nc(C)cc3n2)cc1 | 1% | -2% | 1% | -12 | 4% | -1% | 70%[activator] | -4%[11.7 µM] | -1% | 17% | -2
CCOC(=O)C1=C(C)NC(=O)NC1c1c(C)nn(-c2ccccc2)c1Cl (stereo not drawn) | -8% | -15% | -7% | 12 | -15% | -11% | -1% | 7% | -1% | -12% | 1
CC1=CCC2(CO)COC(c3ccccc3O)C1C2 (stereo not drawn) | -1% | 2% | 4% | -2 | -1% | 8% | -1% | -1% | 3% | -1% | -12
COC(=O)c1ccc(COC(=O)C2CCN(S(=O)(=O)c3c(Cl)cccc3Cl)CC2)o1 | 0% | . | . | -2 | 4% | . | -1% | . | 9% | 31% | -8
COc1cc(C(=O)NNC(=O)c2ccccc2Br)ccc1OCC(=O)N1CCOCC1 | -18% | . | . | 0 | 2% | . | . | . | 4% | 9% | 4
COc1cc(NC(=O)C2CCCN(S(=O)(=O)c3ccc4c(c3)CCCN4C(C)=O)C2)cc(OC)c1 (stereo not drawn) | 1% | . | 7% | 8 | -7% | 4% | 0% | 19% | 11% | -1% | 5
COc1ccc(C(=O)NC2CC2)cc1OC1CCN(Cc2ccc(F)cc2)CC1 | -6% | -6% | -4% | 8 | -1% | 1% | 5% | . | 0% | -10% | ?
COc1ccc(/C=c2\s/c(=C(/C#N)C(=O)NCc3ccco3)n(-c3ccccc3)c2=O)cc1 | 6% | 1% | -3% | -7 | 6% | . | 92%[activator] | 1% | -1% | 4% | 1
CC(=O)c1ccc(NC(=O)Cc2ccsc2)cc1 | ? | -2% | -1% | 12 | 2% | -5% | 2% | 2% | -15% | 11% | 0
CCC(C)/C(C)=N/NC(=O)c1ccccc1OCCOc1ccccc1 (stereo not drawn) | ? | 0% | 12% | -9 | 0% | 0% | 0% | ? | 1% | 6% | i
COc1ccc(C(=O)N2CCC(n3c(C)nc4cc(F)ccc43)CC2)cc1 | ? | 11µM* | 0% | 2 | -6% | 4% | 4% | 3% | 3% | 1% | 19
CCN(CC)S(=O)(=O)c1cccc(C(=O)OCC(=O)C23CC4CC(CC(C4)C2)C3)c1 | 0% | 0% | -2% | -16 | -1% | -4% | 3% | -14% | 2% | 19% | 25
Cc1cc(C)cc(OCC(=O)Nc2cccc(-c3nnc(-c4ccco4)o3)c2)c1 | 0% | 2% | 0% | -4 | 0% | -1% | -8% | 14% | 1% | -28% | 13
CC(C)NC(=O)c1onc(CSc2cccc(F)c2)c1C(=O)O | ? | -10% | 2% | 29 | -1% | -9% | 9% | 4% | 5% | ? | 4
CCc1cccc(C)c1NC(=O)COC(=O)c1ccc2c(c1)S(=O)(=O)c1ccccc1C2=O | 3% | 3% | . | 4 | 4% | ? | 0% | 2% | -3% | 2% | -1
COc1ccc(CN(C)c2ncnc(N)n2)cc1 | -8% | -3% | 0% | -1 | 1% | 8% | -3% | 1% | -1% | 2% | 2
CC(C)(C)NC(=O)c1cc(-c2ccccc2)n[nH]1 | ? | -1% | 0% | -13 | 7% | 1% | 5% | -2% | 4% | -20% | 2
Cc1c(C(=O)N2CCOCC2)c(S(=O)(=O)Nc2ccc(F)cc2)c(C)n1C | ? | . | -6% | -3 | 1% | 2% | 0% | . | 1% | -2% | -1
CC(=O)c1cccc(Nc2nc(-c3cccnc3)cs2)c1 | ? | 0% | -2% | 7 | -1% | 5% | -1% | 32%[activator] | -1% | -15% | 16
O=C(NCc1ccc(F)cc1)c1ccc[nH]1 | -2% | 4% | -2% | 3 | 1% | 4% | 3% | 0% | 4% | -2% | -1
COC(=O)c1cnn(C(=O)c2ccccc2Br)c1N | ? | 2% | 0% | -20 | -4% | -2% | 2% | 41%[activator] | 3% | 5% | 42
COc1ccc(CCNC(=O)CN2c3cccc4cccc(c34)S2(=O)=O)cc1 | ? | . | . | -2 | -1% | . | 12% | . | 7% | 0% | -4
CCc1ccc(OCCNC(=O)c2ccc(S(=O)(=O)N(C)C)cc2)cc1 | ? | -6% | -4% | 2 | 2% | -1% | ? | -5% | -1% | 3% | -9
Cc1cc(C)nc(-n2ncc3c2CC(c2ccccc2C)CC3=O)n1 (stereo not drawn) | ? | 6% | -5% | -4 | 0% | ? | -1% | 0% | 6% | -5% | .
COC(=O)C(C)NC(=O)C1CCCN1S(=O)(=O)c1cc(C)c(Cl)cc1C (stereo not drawn) | 2% | -1% | 0% | -4 | -2% | -12% | 0% | -3% | 1% | 21% | -9
O=C(C1CCN(C2CCN(C/C(Cl)=C/c3ccccc3)CC2)CC1)N1CCOCC1 | -16% | 0% | 1% | 3 | 0% | -4% | -1% | -5% | -9% | -6% | 3
CCCC1CCC(C2=N/C(=C\c3ccc(OC)c(OC)c3)C(=O)O2)CC1 (stereo not drawn) | -3% | 3% | -6% | 2 | 5% | -2% | 0% | . | 2% | 14% | -12
COc1cc(/C=C(\C#N)c2nc3c(s2)CCCC3)ccc1O | ? | -5% | 0% | -14 | 8% | 28% | . | . | 20% | 4% | .
CCOC(=O)c1c(NC(=O)COc2ncnc3ccccc23)sc(C)c1CC | ? | 4% | 0% | -13 | -2% | 1% | -11% | -3% | 16% | -10% | -2

Some of the compounds tested, so the mix of outcomes need not match the whole.
